iPSC survival up: increases survival of single human iPS cells. hit rate 0.044% among 360,000. hiPSC single-cell survival, ATPlite luminescence; 100% = ROCK inhibitor wells, 0% = DMSO. survival enhancement, % at 20 µM; in the data active means survival enhancement above about 18%;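 further: cells exposed to compounds for 16 hours before the ATP read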
HIF-2a block: inhibitors of HIF-2a; 786-0 RCC cells HIF-2a reporter, luciferase luminescence, overnight; inhibition, % at 18.8 µM; hit rate 0.72% among 360,000; AID 624352;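 active means inhibition of the luminescence signal of 40% or more relative to plate controls, in a single-dose primary screen at 18.75 µM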
PDI inh: inhibitors of human protein disulfide isomerase; PDI insulin aggregation turbidity, A650, 90 min; inhibition, % at 10 µM; hit rate 0.052% among 350,000; AID 588391;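 active means mean inhibition across replicates of 30% or more, whatever share of single replicates reach that level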;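 further: absorbance from insulin aggregation driven by PDI reduction with DTT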
Target sequence (P07237 whole entry, looked up): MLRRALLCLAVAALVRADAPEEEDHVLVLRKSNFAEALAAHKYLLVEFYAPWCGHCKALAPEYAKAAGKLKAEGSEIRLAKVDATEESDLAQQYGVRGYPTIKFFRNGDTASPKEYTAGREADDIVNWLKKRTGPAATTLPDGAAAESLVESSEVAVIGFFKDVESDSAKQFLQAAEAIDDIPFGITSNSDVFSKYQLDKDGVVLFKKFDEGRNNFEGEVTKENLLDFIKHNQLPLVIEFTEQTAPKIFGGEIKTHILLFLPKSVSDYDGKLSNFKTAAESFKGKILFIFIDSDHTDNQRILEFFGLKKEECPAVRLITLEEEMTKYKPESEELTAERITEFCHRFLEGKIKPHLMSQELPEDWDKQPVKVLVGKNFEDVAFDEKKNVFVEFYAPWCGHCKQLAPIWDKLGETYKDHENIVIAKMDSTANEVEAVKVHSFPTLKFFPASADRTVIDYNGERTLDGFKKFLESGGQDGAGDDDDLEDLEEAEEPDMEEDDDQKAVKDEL
NR2E3 ag-1: human photoreceptor-specific nuclear receptor agonism | AID 602229 | CHO-S Gal4-NCOR/VP16-NR2E3 two-hybrid, luciferase | hit rate 0.35% among 360,000 | inhibition of corepressor binding, % at 3.98 µM;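 active means inhibition above the mean of all tested compounds plus 3 SD, cut at about 70% in these data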;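 further: 0% = DMSO with NR2E3 transfected cells and 100% = cells lacking NR2E3 construct; higher means lower luciferase signal from less NR2E3 corepressor binding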
Target sequence (Q9Y5X4 whole entry, looked up, the tested form may be a part): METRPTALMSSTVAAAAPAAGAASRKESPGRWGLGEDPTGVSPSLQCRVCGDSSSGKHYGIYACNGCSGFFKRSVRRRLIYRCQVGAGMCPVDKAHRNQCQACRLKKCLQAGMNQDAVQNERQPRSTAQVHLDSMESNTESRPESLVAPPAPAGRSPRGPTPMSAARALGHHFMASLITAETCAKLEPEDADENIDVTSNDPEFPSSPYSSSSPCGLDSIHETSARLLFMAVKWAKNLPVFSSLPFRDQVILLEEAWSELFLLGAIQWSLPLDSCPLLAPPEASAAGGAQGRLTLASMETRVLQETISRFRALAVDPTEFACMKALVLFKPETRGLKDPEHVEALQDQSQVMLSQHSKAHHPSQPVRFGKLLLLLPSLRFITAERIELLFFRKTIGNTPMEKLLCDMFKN
Shn3 3UTR inh: Schnurri-3 reporter inhibition in Clone20 osteoblasts; Clone20 osteoblast Shn3 3'UTR firefly luciferase, 24 h; inhibition, % at 12.5 µM; hit rate 0.52% among 360,000;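 active means mean inhibition of at least 75% with every replicate also reaching 75%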;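 further: 0% = median of neutral control wells and 100% = pilot-screen positive control compound; some compounds past the cut are filed as inactive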
TRPM1 prom inh: reduces MITF-dependent TRPM1 promoter luciferase signal; hit rate 0.83% among 330,000; AID 488899; SK-MEL-5 TRPM1 promoter luciferase, 24 h; inhibition, % at 12.5 µM;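 active means mean inhibition across replicates of 60% or more, whatever share of single replicates reaches that level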; further: values of inactives mirror those of a sister screen read the other way
NR2E3 ag-2: activates human photoreceptor nuclear receptor NR2E3. Q9Y5X4. GST-NR2E3/biotin-RetCOR TR-FRET, 1536-well. inhibition of corepressor binding, % at 4.78 µM. hit rate 0.12% among 320,000. AID 2300;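 active means percent inhibition above the cutoff of mean plus 3 SD of all tested compounds, set per screening campaign, cut at about 20% in these data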;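 further: 0% = DMSO wells and 100% = biotin wells as full block of FRET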
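Format: 1536-well format; test system: GST-NR2E3 and biotin-RetCOR proteins; read-out basis: percent inhibition of TR-FRET ratio; timing: 5 h incubation at 4 °C; detection: time-resolved FRET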
CaV13 ICDI inh: Disruptors of the CACNA1D IQ motif to Ca2+-dependent inactivation inhibitor domain association, primary screening, Förster resonance energy transfer in intact living …. inhibition, % at 12.3 µM. AID 743397. hit rate 0.098% among 340,000. HEK cells, CFP/YFP FRET ICDI-IQ, plate reader, 10 min; percent FRET-ratio fall versus neutral wells;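 active means mean replicate inhibition of at least 30% and at least 1% of replicates passing that level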;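 further: 0% = median of the neutral control wells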
H9c2 protect: myocardial damage modulation in H9c2 cells. H9c2 cardiomyocytes, H2O2 injury protection, ATPLite, 2 h. protection from H2O2 cell death, % at 20 µM. hit rate 0.63% among 360,000. AID 588492;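 active means compounds giving at least 50% protection of heart cells from peroxide-induced death in the single-dose screen, raw or plate-pattern-corrected value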;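 further: 0% = DMSO wells with peroxide and 100% = DMSO wells without peroxide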
Peg3 prom inh: inhibitors of Peg3 promoter | inhibition, % at 20 µM | HeLa PEG-Prom luciferase reporter, luminescence, overnight | hit rate 1.7% among 360,000 | AID 588405;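 active means inhibition of at least 50% at 20 µM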
m5-HT2A agonist: mouse HTR2A agonism via beta-arrestin recruitment. P35363. CHO-K1 mHTR2A beta-arrestin complementation, luminescence; percent of 30 µM serotonin response. activation, % at 7.6 µM. hit rate 0.66% among 360,000. AID 624169;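 active means activation above a run cutoff, the mean activation of all tested compounds plus 3 SD, cut at about 14% in these data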;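 further: 0% = plate median of compound wells and 100% = 30 µM serotonin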
The depositor's hits bear a star; · = not tested or not shown.

Screens in order – iPSC survival up | HIF-2a block | PDI inh | NR2E3 ag-1 | Shn3 3UTR inh | TRPM1 prom inh | NR2E3 ag-2 | CaV13 ICDI inh | H9c2 protect | Peg3 prom inh | m5-HT2A agonist
CCc1ccc(NC(=O)CSc2nc3ccccc3c(=O)n2CCN2CCOCC2)cc1
    -1.4 | 21.3 | -6.3 | -19.9 | 4.8 | -9.4 | 3.2 | -5.5 | 15.8 | 11.4 | -0.7
CC(=O)Oc1ccc(C)cc1-n1nc2ccccc2n1
    -4.4 | -197.0 | 13.7 | -102.6 | -170.6 | -64.2 | 2.5 | -4.5 | -8.1 | -247.9 | -2.9
Nc1ccccc1Nc1ccncc1[N+](=O)[O-]
    0.9 | 3.9 | -1.4 | -9.6 | 8.1 | 0.1 | 1.4 | -5.1 | 3.9 | 1.6 | -5.3
CSC[C@H]1CN(CCc2ccccc2)C(=O)[C@@H]1CC(=O)Nc1ccc(Br)cc1
    2.5 | -13.7 | 9.8 | 3.6 | 13.0 | · | · | -5.7 | -6.8 | 8.8 | -4.9
CCn1c(COc2ccc3c(c2)CCCC3)nnc1SCC(=O)Nc1ccc(C(=O)OC)cc1
    -0.1 | 5.6 | -4.7 | 9.6 | 9.4 | -12.9 | 0.9 | -4.6 | -0.5 | -0.9 | -1.6
CCOc1cc(/C=N/n2cnnc2)ccc1OCC(=O)Nc1ccccc1OC
    2.0 | 19.8 | 0.3 | -20.9 | -10.4 | -15.8 | 0.1 | -6.6 | 29.0 | 13.2 | -7.9
CC1CCC(NC(=O)C2CCC(CNc3c(N4CCCCC4)c(=O)c3=O)CC2)CC1 (stereo not given)
    0.5 | 0.2 | 2.0 | -2.1 | -1.1 | 3.7 | -0.4 | -4.0 | -5.3 | -12.8 | -1.3
C[C@]12c3[nH]c4ccc(Cl)cc4c3CCN1C(=O)[C@@H](CC(=O)NCCC1=CCCCC1)C[C@@H]2C(=O)N1CCOCC1
    0.0 | -4.4 | 3.1 | -13.4 | -4.3 | 21.9 | · | -5.3 | 1.8 | 12.3 | 23.1*
CCN(Cc1ccncc1)C(=O)C1CCN(S(=O)(=O)c2cccs2)CC1
    -1.2 | -14.6 | 5.9 | 7.7 | -3.0 | 0.4 | -5.6 | -3.2 | 6.0 | 9.9 | 3.6
CCc1cc(=O)oc2c3c(cc(OCC(=O)N[C@H](C(=O)O)[C@H](C)CC)c12)OC(C)(C)CC3
    -0.3 | 11.9 | 3.9 | -10.3 | -5.3 | -1.8 | 5.3 | -3.4 | -1.0 | 13.9 | 0.5
COc1ccc(NC(=O)C2c3ccccc3OCC(=O)N2Cc2ccco2)cc1 (stereo not given)
    -0.7 | 2.4 | · | -5.1 | · | · | · | -2.3 | · | · | 2.5
CC1Nc2ncnc(N3CCc4ccccc4C3)c2N(Cc2ccc(Cl)cc2)C1=O (stereo not given)
    4.1 | 16.5 | -20.7 | -2.9 | -2.6 | -0.1 | -1.6 | · | 4.6 | 5.7 | -6.1
CN1CCN(c2ccc(NC(=O)COc3ccccc3[N+](=O)[O-])cc2)CC1
    -0.3 | -12.8 | 3.4 | -31.4 | 10.7 | 7.1 | -2.4 | -2.1 | 22.2 | 11.3 | 10.3
COc1ccc(C2=NOC(C(=O)NCCN3CCOCC3)C2)cc1 (stereo not given)
    -2.3 | 7.9 | -4.5 | -11.7 | -10.7 | -0.6 | -5.5 | -9.4 | 14.7 | -1.0 | -2.8
CCOc1ccc(OCC(=O)Nc2cccc(S(=O)(=O)NC3=NCCC3)c2)cc1
    -0.7 | -88.8 | 5.5 | 12.1 | -23.6 | -24.6 | · | -6.5 | -22.9 | -91.1 | -6.3
O=c1c2c3nc4ccccc4nc3n(/N=C/c3ccco3)c2ncn1CCC1=CCCCC1
    -0.9 | -0.5 | -10.0 | -23.8 | -39.9 | -1.0 | 1.0 | · | 0.2 | 13.4 | 0.0
C(=N/Nc1nccs1)/c1cccnc1
    1.1 | -17.8 | 4.0 | -29.7 | -16.0 | 4.4 | 5.9 | -4.4 | -3.3 | -27.6 | 2.8
COc1cccc(OC)c1NC(=O)Cn1nc(C)c2ccccc2c1=O
    0.0 | 13.2 | 5.2 | -8.3 | -0.5 | 1.2 | 4.0 | -9.8 | 6.9 | 12.4 | -2.0
O=C(Nc1cc(C(F)(F)F)ccc1N1CCOCC1)c1cccnc1
    -1.0 | -24.7 | -1.2 | -3.4 | 12.8 | 0.9 | -1.1 | -8.9 | 2.6 | 7.3 | -6.5
O=C(NNC(=O)c1ccc(F)cc1F)c1ccc2c(c1)OCO2
    -0.5 | -201.1 | 5.7 | -97.8 | -27.7 | -55.5 | -0.6 | -4.4 | 1.0 | -159.0 | 1.0

One compound at a time (already shown).
O=C(Nc1cc(C(F)(F)F)ccc1N1CCOCC1)c1cccnc1 in the list: iPSC survival up = -1.0; HIF-2a block = -24.7; PDI inh = -1.2; NR2E3 ag-1 = -3.4; Shn3 3UTR inh = 12.8; TRPM1 prom inh = 0.9; NR2E3 ag-2 = -1.1; CaV13 ICDI inh = -8.9; H9c2 protect = 2.6; Peg3 prom inh = 7.3; m5-HT2A agonist = -6.5
COc1ccc(C2=NOC(C(=O)NCCN3CCOCC3)C2)cc1 (stereo not given) in the list: iPSC survival up = -2.3; HIF-2a block = 7.9; PDI inh = -4.5; NR2E3 ag-1 = -11.7; Shn3 3UTR inh = -10.7; TRPM1 prom inh = -0.6; NR2E3 ag-2 = -5.5; CaV13 ICDI inh = -9.4; H9c2 protect = 14.7; Peg3 prom inh = -1.0; m5-HT2A agonist = -2.8

Continued:
Screens in order – iPSC survival up | HIF-2a block | PDI inh | NR2E3 ag-1 | Shn3 3UTR inh | TRPM1 prom inh | NR2E3 ag-2 | CaV13 ICDI inh | H9c2 protect | Peg3 prom inh | m5-HT2A agonist
COc1ccccc1C(=O)COC(=O)CCN=C1NS(=O)(=O)c2ccccc21
    0.3 | 4.1 | 8.0 | -23.9 | -6.6 | -4.8 | 0.3 | -2.7 | -7.4 | -0.5 | -1.6
COc1ccc(N2CC(C)Cn3c2nc2c3c(=O)n(Cc3ccc(C)cc3)c(=O)n2C)c(OC)c1 (stereo not given)
    0.1 | 22.9 | -0.4 | -18.8 | 13.9 | 3.2 | -0.7 | -5.9 | 5.3 | 7.1 | 0.3
Cc1cccc(C)c1NC(=O)CSCC(=O)O
    -0.7 | 9.7 | 5.6 | 12.4 | 5.9 | -0.2 | 0.7 | -5.4 | 5.2 | 5.7 | -4.8
CCCCOC(=O)C1CCCC(C)N1 (stereo not given)
    1.4 | 11.7 | -2.5 | -26.8 | 8.0 | 1.2 | 4.3 | -7.0 | 2.1 | -11.4 | -1.2
COCC(C)Nc1nc(C)c(C(C)=O)s1 (stereo not given)
    -1.0 | 9.6 | 0.8 | 2.9 | -9.1 | -1.9 | 3.0 | -7.0 | 5.5 | 5.8 | 1.1
COc1ccccc1Nc1nc2c(C)cccc2cc1C#N
    -1.8 | -6.7 | -7.9 | -8.5 | 32.3 | -19.6 | -0.9 | -5.9 | -11.9 | 1.6 | -0.1
O=C(Nc1nnc([C@@H]2C[C@H](O)[C@@H](CO)O2)s1)c1cccc(C(F)(F)F)c1
    -1.9 | -3.4 | 12.3 | -31.8 | 8.9 | · | · | -5.3 | 6.7 | 6.9 | 0.0
COc1cc(/C=C/C(=O)OCC(=O)NC(=O)NCc2ccccc2)ccc1OCC#N
    -1.0 | 9.3 | 6.3 | -2.0 | -7.0 | -0.5 | 1.9 | -1.0 | -10.0 | 10.4 | 0.0
Cc1cc(OC(=O)c2cc(C(F)(F)F)cc(C(F)(F)F)c2)c([N+](=O)[O-])c(=O)[nH]1
    0.2 | -3.9 | 0.9 | -18.7 | -7.8 | 1.2 | 1.9 | -6.9 | -7.9 | -2.9 | 5.4
C[C@H](NC(=O)c1nc[nH]c1C(=O)N1CCN(c2ccccc2)CC1)C(=O)OCc1ccccc1
    -3.0 | 5.7 | -1.9 | 3.9 | -4.7 | 5.3 | -0.6 | 23.1 | -0.5 | 6.0 | -3.5
NC(CSC1(c2ccc(F)cc2)c2ccccc2-c2ccccc21)C(=O)O (stereo not given)
    2.8 | 12.6 | -1.7 | 12.6 | -10.1 | · | · | -5.5 | 2.5 | 22.0 | 1.7
COC(=O)c1cc(C#N)c(OC(C)C)nc1C
    1.1 | 15.5 | 0.0 | 6.1 | -8.7 | 16.9 | -1.0 | -4.4 | -4.1 | 0.4 | 0.4
C[C@@H]1CC[C@]2(O[C@@H](CCO)C[C@@H](O)[C@@H]2O)O1
    1.4 | 11.0 | 3.9 | 4.8 | -7.4 | 6.7 | 1.6 | -4.8 | 1.6 | 7.6 | 9.5
Cc1ccc(C(=O)O/N=C(\N)Cc2cccs2)c(Cl)c1
    -0.3 | -191.5 | -2.2 | -107.3 | -82.0 | -110.2 | 1.0 | · | -18.7 | -72.3 | -3.3
CCc1nc(N2CCN(C(C)=O)CC2)c(C#N)c2c1COC(C)(C)C2
    -0.3 | 9.9 | -1.2 | -8.7 | 10.1 | 12.7 | -2.1 | 0.4 | -0.5 | 9.2 | 8.6
COCc1cccc(NC(=O)CCc2ccccc2)c1
    0.1 | -69.2 | 10.7 | -20.8 | -43.5 | -3.4 | 0.1 | 3.5 | -6.6 | -73.1 | -4.1
COc1cccc(/C=C/c2ccc3cccc(O)c3n2)c1OC
    -0.5 | -313.3 | 17.1 | -144.8 | 10.1 | -14.6 | 3.8 | -4.5 | 16.3 | 89.8* | -13.8
Cc1cccc(C)c1-n1ncc(C(=O)NC2CCCC2)c1C1CCNCC1
    0.3 | 0.2 | -12.1 | 7.2 | 2.6 | 5.7 | -1.6 | -5.1 | 8.4 | -12.1 | 0.0
COc1cccc(/C=N/NC(=O)c2c(C)nc3ccc(Br)cn23)c1
    -1.0 | 6.9 | -1.0 | -9.9 | -9.4 | 8.8 | -2.8 | 0.7 | 8.4 | 19.2 | -4.7
CN(C)c1nc(=NCc2ccco2)ss1
    0.8 | -2.3 | 0.2 | 76.4* | 41.6 | -7.3 | -5.4 | · | -3.7 | -70.0 | -16.1
O=C1c2ccccc2C(O)N1CCN1CCOCC1 (stereo not given)
    2.1 | -1.2 | · | -16.2 | -16.3 | · | 0.2 | -6.2 | 0.9 | -0.5 | 0.1
Cc1cc(/C=C2\C(=N)N3N=C(CC(=O)N4CCOCC4)SC3=NC2=O)c(C)n1-c1ccccc1
    0.7 | -38.2 | -9.8 | -8.1 | -9.1 | -2.6 | -1.3 | -25.9 | 0.3 | -29.0 | -2.9
COc1ccc(-c2csc(N(CCCN3CCOCC3)C(=O)CCl)n2)cc1
    -0.6 | 16.2 | 5.4 | -7.5 | -3.3 | 21.6 | 0.6 | -0.6 | 11.8 | 22.3 | 4.6
CCCCCC(=O)N1C[C@@H](O)[C@H](n2cc(-c3ccc(F)cc3)nn2)C[C@@H]1c1ccc(C)cc1
    1.6 | 4.7 | -4.7 | -14.8 | -11.4 | · | · | -6.9 | 0.3 | 12.4 | 2.8
COc1ccc(F)cc1S(=O)(=O)n1nc(C)cc1C
    1.4 | 22.3 | 1.0 | 13.0 | -17.9 | 8.3 | -1.6 | -4.9 | 3.7 | 10.1 | 1.5

Bioassay records: PubChem, several laboratories
